# Screening data as filed in PubChem BioAssay.
# Rab9 promoter act: Rab9 promoter activation; Huh7 Rab9 promoter-luciferase reporter, luminescence, 24 h; Potency, µM (series often up to 9.22 µM), for the others: at the highest dose activation, negative = inhibition, most hits filed as activators; 320,000 compounds, 2.8% hits; AID 485297; further: % of control where 0% means no effect; nearly all actives have a fitted effect of over 60% in size
#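 Luminescence read-out: Huh7 cells stably expressing Rab9-luciferase, treated 24 h with compound at 37 °C, then lysed with luciferase reagent for 10 min at ambient before reading.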
# BRCA1 expr up: increases BRCA1 expression | 380,000 compounds, 1.1% hits | MCF7-BRCA1-FFLuc reporter, luminescence, 48 h; response scale: scaled: vehicle 0%, 10 µM genistein 100% | AID 624202 | Potency, µM (doses to about 46.1 µM), for inactives: at the highest dose activation, hits mostly activators; further: nearly all actives have a fitted effect of over 80% in size; some results filed as inactive show a strong effect at the top dose
#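 Compounds are tested at multiple concentrations on MCF7 BRCA1-luciferase reporter cells seeded at 2000 per well; after 48 h, a single luminescence end-point is taken and curves fitted to the normalized data.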
# CXXC DNA block: MLL CXXC-DNA interaction inhibition. Potency, µM (top dose mostly 115 µM), without a hit: top-dose activity change, negative = inhibition, actives largely listed as inhibitors. 290,000 compounds, 0.037% hits. MLL-CXXC / FITC-HOXA9 DNA fluorescence polarization; active means well fitted inhibition curve with a large enough effect in the polarisation, with a control signal flat, not every such curve was filed as active; inconclusive means small, poorly fitted or top-dose-only effect, or effect the other way, or a change in a side signal; inactive means no such curve, though single readings can be large or run the other way; the % refers to the polarisation
#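 Fluorescence polarization: 7 uM MLL-CXXC (stock) preincubated 5 min with compounds, then 50 nM fluorescein-HOX-A9 DNA (stock) added; 30 min ambient. Buffer 50 mM Tris-HCl pH 7.5, 50 mM NaCl, 1 mM DTT, 0.05% BSA.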
# RORg inh: blocks mouse ROR gamma transcriptional activity. 310,000 compounds, 5.4% hits. Potency, µM (top dose mostly 53.6 µM), inactives show at the top dose activity change, negative = inhibition, actives largely listed as inhibitors. Drosophila S2 Gal4-RORgamma UAS-luciferase reporter, 20 h; further: on the % scale 0 is the no-effect control and ±100 the full control effect; nearly all actives have a fitted effect of over 60% in size
# Target sequence (P51450 whole entry, looked up, the tested form may be a part): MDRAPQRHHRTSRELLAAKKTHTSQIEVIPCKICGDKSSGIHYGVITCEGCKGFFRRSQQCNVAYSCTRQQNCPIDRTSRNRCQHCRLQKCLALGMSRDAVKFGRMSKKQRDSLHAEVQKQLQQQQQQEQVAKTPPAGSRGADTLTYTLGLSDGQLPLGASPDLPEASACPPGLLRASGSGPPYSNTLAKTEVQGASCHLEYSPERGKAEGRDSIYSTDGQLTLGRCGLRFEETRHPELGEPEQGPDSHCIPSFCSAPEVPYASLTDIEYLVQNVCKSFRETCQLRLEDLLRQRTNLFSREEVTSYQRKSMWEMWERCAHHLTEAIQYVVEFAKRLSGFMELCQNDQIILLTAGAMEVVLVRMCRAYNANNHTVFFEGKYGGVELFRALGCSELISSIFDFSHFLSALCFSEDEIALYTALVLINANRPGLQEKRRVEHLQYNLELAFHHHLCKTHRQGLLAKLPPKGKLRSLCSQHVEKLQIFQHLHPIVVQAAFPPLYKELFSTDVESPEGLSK
#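 ROR gamma transcriptional activity was tracked as Gal4-UAS luciferase output in stably transfected Drosophila Schneider cells, with compound added 1 hr before 700 uM copper sulfate induction and a 20 hr ambient-temperature incubation.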
# ELG1 genotoxic: inducers of genotoxicity in HEK293T ELG1-luciferase cells; HEK293T ELG1-luciferase reporter, luminescence, 16 h; Potency, µM (top dose mostly 46 µM), without a hit: at the top dose activity change, positive = activation, hits mostly activators; 330,000 compounds, 1.3% hits; AID 504466; further: % of control where 0% means no effect; nearly all actives have a fitted effect of over 60% in size
#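 Cells (2,000/well) expressing the ELG1-luciferase fusion are dosed by pin tool and kept 16 hr at 37 °C, 5% CO2. Signal comes from ONE-Glo luciferase reagent after 30 min at room temperature.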
# FLuc counter: firefly luciferase modulation, counter-screen for miR-21 project; P08659; purified FLuc, Km substrates, luminescence inhibition; Potency, µM (doses to about 57.5 µM), for inactives: at the highest dose activity change, negative = inhibition, most hits filed as inhibitors; 360,000 compounds, 6.9% hits;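 further: plate controls were vehicle for no effect and reference inhibitor for full effect; nearly all actives have a fitted effect of over 55% in size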
# Target sequence (P08659 whole entry, looked up): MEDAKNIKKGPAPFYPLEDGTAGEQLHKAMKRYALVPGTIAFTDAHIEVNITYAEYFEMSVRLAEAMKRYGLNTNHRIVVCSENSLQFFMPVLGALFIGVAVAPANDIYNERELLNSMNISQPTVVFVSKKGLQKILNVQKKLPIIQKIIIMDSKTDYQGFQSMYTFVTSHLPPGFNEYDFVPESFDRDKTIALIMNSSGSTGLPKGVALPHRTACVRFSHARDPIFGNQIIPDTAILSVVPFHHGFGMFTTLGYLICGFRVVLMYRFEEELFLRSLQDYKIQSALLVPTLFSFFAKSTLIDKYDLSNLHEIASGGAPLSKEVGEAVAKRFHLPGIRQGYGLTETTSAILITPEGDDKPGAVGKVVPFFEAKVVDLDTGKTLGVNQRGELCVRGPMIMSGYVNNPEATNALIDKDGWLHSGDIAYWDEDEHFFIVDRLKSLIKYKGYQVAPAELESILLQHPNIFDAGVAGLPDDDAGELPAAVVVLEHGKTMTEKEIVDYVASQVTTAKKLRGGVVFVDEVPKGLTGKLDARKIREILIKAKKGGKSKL
#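 Purified P. pyralis luciferase, 10 nM final, with Km-level 10 uM D-luciferin and 10 uM ATP in 50 mM Tris acetate pH 7.5, 10 mM Mg acetate, 0.01% Tween-20, 0.05% BSA; 6-point qHTS titration about 60 µM downward; luminescence read.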
# uPA generation: inhibitors of cell surface uPA generation; cell surface uPA generation assay, qHTS; Potency, µM (highest dose often 38.3 µM), without a hit: at the top dose activity change, negative = inhibition, actives largely listed as inhibitors; 330,000 compounds, 0.31% hits; active means well fitted inhibition curve with a large enough effect; inconclusive means small, poorly fitted or top-dose-only effect; inactive means no such curve, though single readings can be large or run the other way; tested in mouse RAW 264.7 cells; further: on the % scale 0 is the no-effect control and ±100 the full control effect; nearly all actives have a fitted effect of over 55% in size
# Gal4-VP16 FLuc: inhibits Gal4-VP16 luciferase reporter, ROR gamma counter-screen; Drosophila S2 Gal4-VP16 UAS-luciferase, luminescence, 20 h; 310,000 compounds, 3.5% hits; Potency, µM (titrated, usually from 53.6 µM), inactives show at the top dose activity, negative = inhibition, usual class: inhibitors; AID 2546;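 further: Gal4-VP16 expression switched on by copper sulfate through the metallothionein promoter; on the % scale 0 is the no-effect control and ±100 the full control effect; nearly all actives have a fitted effect of over 50% in size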
# NPC1 promoter act: activators of NPC1 promoter | Huh7 NPC1 promoter luciferase reporter, 24 h | Potency, µM (titrated, usually from 9.22 µM), for the others: at the highest dose activation, actives largely listed as activators | 320,000 compounds, 2.4% hits | AID 485313;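 further: % of control where 0% means no effect; nearly all actives have a fitted effect of over 60% in size; reporter is driven by a mutant NPC1 promoter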
#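 Stably transfected Huh7 (NPC1 promoter→luciferase), 1500 cells/well in Opti-MEM + 10% FBS, 2 h settle, then compound 24 h at 37 °C. Luminescence after 10 min with Amplite reagent.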
# p53 reactivation: restores transcriptional activity of mutant p53. H1299 p53-A138V BP100-luciferase reporter, luminescence, 24 h. Potency, µM (series often up to 92.2 µM), inactives show at the highest dose activity change, positive = activation, hits mostly activators. 320,000 compounds, 0.063% hits; further: % of control where 0% means no effect; nearly all actives have a fitted effect of over 45% in size
#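 H1299 (p53-null), stable ts p53-A138V + BP100-Luc; 1000 cells/well, Opti-MEM/10% FBS; cpd 4 pt, 1:5; 24 h, 37 deg C, 5% CO2; detection reagent 10 min RT; luminescence.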
# MBNL1-CUG inh: blocks human MBNL1 binding to CUG repeat RNA; Q9NR56; TR-FRET MBNL1-His/biotin-(CUG)12 binding, 665/545 ratio; Potency, µM (doses to about 57.5 µM), for inactives: at the top dose activity change, negative = inhibition, hits mostly inhibitors; 280,000 compounds, 0.036% hits; AID 2675; active means well fitted inhibition curve with a large enough effect in the signal ratio, with a control signal flat, not every such curve was filed as active; inconclusive means small, poorly fitted or top-dose-only effect, or effect the other way, or a change in a side signal; inactive means no such curve, though single readings can be large or run the other way; the % refers to the signal ratio; further: on the % scale 0 is the no-effect control and ±100 the full control effect
#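 Ratiometric TR-FRET (665 over 545 nm, excitation 340 nm) tracks disruption of MBNL1-His/biotin-(CUG)12 complex after 60 min at room temperature, with compounds at 92 nM to 58 uM final.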
# Active calls of the source: *; ? = inconclusive; · = no result given; & = joins results of further samples; [ ] = another dose, or the depositor's remark. Unless noted, the call rests on the fitted dose curve; in most records, active means well fitted curve in the direction sought with a large enough effect; inconclusive means small, poorly fitted or top-dose-only effect, or another doubt; inactive means no such curve, though single readings can be large; an effect the other way counts as inactive or inconclusive. Potency means the concentration at half of the fitted maximal effect.
SMILES,Rab9 promoter act,BRCA1 expr up,CXXC DNA block,RORg inh,ELG1 genotoxic,FLuc counter,uPA generation,Gal4-VP16 FLuc,NPC1 promoter act,p53 reactivation,MBNL1-CUG inh
CNc1nc2ccccc2n(C)c1=O,23%,-13%,8%,2%,8%,-2%,-9%,-6%,-4%,1%,7%
O=C(CCCOc1ccccc1)N1CCCCC1,?,-45%,3%,-4%,0.46µM*,1.5µM*,2%,-12%,0.5µM*,-8%,9%
CN(C)CCN(C(=O)c1ccc2c(c1)CCCC2)c1nc2cc3c(cc2s1)OCCO3,0%,22%,11%,-8%,-3%,0%,-20%,3%,2%,4%,-3%
COc1ccc(Cl)cc1C(=O)NCC(c1ccco1)N(C)C (stereo not given),-6%,28%,36%[activator],1%,1%,?,0%,24%,7%,11%,-1%
Cc1ccc(C(=O)Nc2nc3ccccc3c(=O)s2)cc1,1.3µM*,1%,-1%,14µM*,?,0.76µM*,?,?,?,?,?
O=C(/C=C/c1ccccc1)Nn1cnnc1,4%,11%,-1%,-22%,4%,?,-1%,-5%,0%,8%,1%
CCc1noc(C)c1C(=O)Nc1cc(Cl)ccc1-n1cncn1,-2%,-10%,·,·,1%,-1%,4%,·,-2%,5%,·
Cc1cc2c(c(=O)n1Cc1ccccn1)C(C(C)C)C(C#N)=C(N)O2 (stereo not given),14%,0%,10%,14%,-1%,-2%,-1%,-3%,-6%,-14%,-1%
Cc1nc2cc(NC(=O)CS(=O)(=O)c3ccc(F)cc3)ccc2s1,20%,69%,·,·,12%,?,11%,·,18%,11%,·
O=C(CCC(=O)N(CC(=O)NC1CCCCC1)Cc1ccc(F)cc1)Nc1nccs1,2%,1%,4%,-7%,2%,1%,9%,4%,-4%,-3%,1%
C=CCOc1ccc2nc(NC(=O)OC)[nH]c2c1,-2%,-57%,12%,?,9.2µM*,?,-12%,7%,7%,?,3%
CC(=O)Nc1ccc(C(=O)OCC(=O)c2ccc(S(=O)(=O)N3CCCCC3)cc2)cc1,-1%,-17%,·,·,-10%,2%,0%,·,2%,-3%,·
CC1(C)Cc2c(C#N)c(N3CCN(C(=O)c4ccccc4)CC3)nc(Cc3ccccc3)c2CO1,-6%,-3%,4%,-2%,-20%,0%,6%,1%,-2%,-3%,0%
Cc1cc2ccccc2c(=O)n1CC(=O)NCC(=O)N(C)Cc1ccccc1,0%,-3%,1%,25%,-1%,-1%,4%,11%,1%,2%,-14%
COc1ccc2c(c1)[nH]c1c(=O)n(/N=C/C3C(C)C=C(C)CC3C)c(=O)[nH]c12 (stereo not given),-30%,-72%,-3%,-10%,9%,-3%,4%,?,-17%,-1%,-6%
O=C(c1ccccc1)N1CCN(CC#CC2(O)CCCCC2)CC1,5%,-2%,-7%,-2%,-1%,0%,5%,4%,-1%,10%,-11%
CC(Oc1ccc(Cl)cc1)C(=O)OCC(=O)Nc1ncc(Cl)cc1Cl (stereo not given),-6%,33%,17%,3%,3%,5%,-12%,3%,0%,-4%,-3%
CCOc1ccccc1NC(=O)CSc1nnc(CNC(=O)c2cccs2)o1,2%,-22%,12%,7%,-2%,1%,4%,-9%,11%,0%,8%
Cn1c(=O)c2cc(S(=O)(=O)NCCC(=O)NC3CCCCCC3)ccc2n(C)c1=O,-1%,-25%,20%,29%,3%,5%,6%,1%,0%,-2%,0%
CN(CCOc1ccccc1)C(=O)c1cc(S(=O)(=O)N2CCOCC2)ccc1Cl,1%,-3%,·,·,-1%,4%,3%,·,-1%,-1%,·
COCCNc1ccc([N+](=O)[O-])cc1C(=O)Nc1cccc(C)n1,-4%,-9%,-6%,12%,-1%,-4%,1%,-20%,4%,-3%,?
O=C(Cc1ccccc1)NCC(=O)OC(c1ccccc1)c1ccccc1,2%,-25%,3%,30%,-3%,3%,5%,-2%,-1%,-3%,11%
Cc1nn(CCCC(=O)Nc2cccnc2)c(C)c1[N+](=O)[O-],3%,37%,4%,-2%,-1%,-1%,1%,8%,1%,-1%,-22%
CS(=O)(=O)N(CC(=O)N1CCN(c2ccc(F)cc2)CC1)c1ccc(F)c(Cl)c1,-5%,-43%,5%,35%,-11%,1%,·,1%,-1%,-4%,2%
CN(C)/N=C/c1ccc(Sc2ccc([N+](=O)[O-])cc2[N+](=O)[O-])o1,-2%,-22%,-4%,?,9%,5%,-3%,?,7%,8%,?
COC(=O)N/N=C/c1c(C)nn(-c2cccc(Cl)c2)c1Cl,-5%,-74%,7%,?,10%,?,?,1%,-17%,?,-17%
Cc1cc(C)c(S(=O)(=O)N2CCCCC2)c(C)c1N(C)S(=O)(=O)c1ccc(Cl)cc1,1%,-9%,-2%,27%,-2%,1%,-6%,-4%,-1%,7%,-13%
CCOc1ccccc1CN1CCNC(=O)C1CC(=O)NCc1ccccn1 (stereo not given),-3%,1%,18%,11µM*,-3%,2%,-1%,?,-6%,2%,8%
O=S(=O)(Nc1ccc(-c2cnco2)cc1)c1ccccc1,2%,23%,?,-4%,5%,0%,-10%,-1%,-3%,-3%,-11%
CC(=O)Nc1ccc(NC(=O)COc2cc(C)cc3oc(=O)cc(C)c23)cc1,-1%,0%,5%,-21%,4%,0%,1%,-2%,-3%,-4%,5%
Cn1ncc(Cl)c1C(=O)Nc1cccnc1,1%,1%,3%,0%,3%,1%,0%,-2%,0%,13%,0%
Cc1cccc(-n2nc3c(c2NC(=O)CCCl)CSC3)c1,-5%[1.84 µM],-7%,2%,6%,-3%,0%,-14%,6%,2%,-3%,-5%
CC(=O)c1ccc(NC(=O)NNS(=O)(=O)c2ccc([N+](=O)[O-])cc2)cc1,11%,0%,11%,-32%,1%,4%,3%,-12%,0%,-3%,?
CCc1cc(C(=O)N2CCCC(CCC(=O)N3CCN(c4ccccn4)CC3)C2)no1 (stereo not given),-19%,-7%,28%,17%,-4%,-4%,-4%,-15%,-3%,1%,-3%
Cc1c(NC(=O)CN2CC(C)OC(C)C2)c(=O)n(-c2ccccc2)n1C (stereo not given),3%,-18%&-2%,1%,-28%,-5%,1%,-1%&-1%,2%,-1%,1%,-2%
Cc1ccccc1C(O)c1ccncc1 (stereo not given),-4%,-9%,7%,1%,-1%,0%,·,-1%,0%,-3%,3%
c1cc2c(cc1-c1csc(NNC3=NCCCCC3)n1)OCCO2,?,-11%,15%,?,15%,19µM*,-1%,?,8%,?,-9%
CC(=O)Nc1ccc(S(=O)(=O)Nc2ccc(C)c([N+](=O)[O-])c2)cc1,-3%,-2%,-6%,?,-5%,-19%,-7%,-2%,1%,2%,?
COc1cc(/C=C(\C(=O)O)c2ccc(S(=O)(=O)N3CCCC3)s2)cc(OC)c1,-8%,-5%,·,·,4%,-1%,8%,·,-1%,-1%,·
O=C(CSc1nnc(Nc2ccccc2)s1)NCCN1C(=O)CSC1=O,14%,37%,-2%,39%,9%,?,-3%,0%,12%,?,-15%
CCOC(=O)N1CCC(NC(=O)c2sc3nc4n(c(=O)c3c2C)CCCC4)CC1,-1%,1%,-3%,-10%,0%,0%,2%,5%,2%,3%,1%
CCN(CC)c1ccc(C2C(C(=O)OCCOC(C)C)=C(C)NC3=C2C(=O)CCC3)cc1 (stereo not given),1%,-6%,17%,9%,5%,-1%,5%,0%,-1%,-11%,-6%
CCOc1cccc2sc(=NC(=O)c3ccc(S(=O)(=O)N4CCOCC4)cc3)n(C)c12,0%,-4%&6%,4%,1%,1%,-5%&4%,·,-7%,12%,-2%,2%
COc1ccc(Cl)cc1-c1nc(SCC(=O)NC(C)C)n[nH]1,0%,-3%,11%,-29%,-2%,-1%,0%,-14%,0%,-3%,2%
COc1ccccc1NC(=O)Nc1nc2ccc(S(N)(=O)=O)cc2s1,4µM*,4µM*,86%[activator],6%,?,?,6%,-18%,?,13%,47%[activator]
CCc1noc(C)c1C(=O)N(C)CC(=O)Nc1ccc(Br)cc1C,0%,-7%,·,·,-4%,2%,3%,·,1%,-2%,·
Cc1ccc(S(=O)(=O)N(Cc2cc3ccc(C)cc3[nH]c2=O)c2ccccc2)cc1,0%,21%,31%[activator],-4%,-1%,-17%,-3%,8%,-1%,6%,11%

# This is a subset. The share of hits here may be higher or lower than overall.
